Screens deposited in PubChem BioAssay by National Center for Advancing Translational Sciences (NCATS).
ATXN2 expr inh: reduces ATXN2 reporter expression in HEK-293 cells; Potency, µM (doses to about 57 µM), for inactives: at the highest dose activity change, negative = inhibition, actives largely listed as inhibitors; actives 0.72% (n = 360,000); HEK-293 ATXN2-luciferase reporter, luminescence, 24 h; further: potency means the concentration at half of the fitted maximal effect; on the % scale 0 is the no-effect control and ±100 the full control effect; nearly all actives have a fitted effect of over 55% in size
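ATXN2-luciferase reporter cells (luciferase flanked by upstream and downstream ATXN2 gene portions) were treated 24 h at 37 °C with compounds at up to 57 uM. SteadyGlo luminescence gave expression; GF-AFC fluorescence gave viability.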
A549 viability: kills or reduces viability of A549 cells in Nrf2 counter-screen; actives 0.16% (n = 390,000); A549 ARE-Fluc cells, CellTiter-Fluor viability, 18-24 h; Potency, µM (top dose mostly 46 µM), without a hit: at the top dose activity change, negative = cytotoxicity, actives largely listed as inhibitors; further: potency means the concentration at half of the fitted maximal effect; on the % scale 0 is the no-effect control and ±100 the full control effect
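A549 ARE_Fluc cells in 5% FBS OPTI-MEM were exposed to compounds in concentration-response for 18-24 h at 37 deg C. Viability was read by CellTiter-Fluor fluorescence (Ex 405/Em 525) after 30 min, before the luciferase read.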
Nrf2 activator: activates Nrf2 signaling. AREc32 ARE-luciferase reporter (MCF7-derived line), luminescence, 24 h. Potency, µM (titrated, usually from 46.1 µM), inactives show at the top dose activation, usual class: activators. actives 0.31% (n = 410,000). AID 624171; further: potency means the concentration at half of the fitted maximal effect; % of control where 0% means no effect; nearly all actives have a fitted effect of over 65% in size
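Steps: seed AREc32_Fluc cells (1000/well, 5% FBS OPTI-MEM); incubate overnight at 37 deg C; add 23 nL compound; incubate 24 hr; add Steady-Glo; hold 30 min RT; read luminescence.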
TGFb SMAD3 inh: inhibitors of TGF-b signaling. Potency, µM (series often up to 46.1 µM), for the others: top-dose activity, negative = inhibition, actives largely listed as inhibitors. HepG2 CAGA-GFP TGF-b/SMAD3 reporter, GFP fluorescence, 18 h; TGF-beta stimulated, 500 pg/mL final. actives 1.2% (n = 410,000). AID 588855; further: potency means the concentration at half of the fitted maximal effect; on the % scale 0 is the no-effect control and ±100 the full control effect; nearly all actives have a fitted effect of over 65% in size
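First, reporter cells (HEPG2 CAGA-GFP) rested 2 h at 37 degrees C. Next, compounds were pinned in and TGF-beta added to 500 pg/mL final. After 18 h, GFP was imaged per cell and summed per well.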
Nrf2 block: blocks Nrf2 signaling; actives 2.1% (n = 360,000); Potency, µM (highest dose often 46 µM), for inactives: top-dose activity change, negative = inhibition, hits mostly inhibitors; A549 ARE-Fluc reporter, luciferase luminescence, 18-24 h; further: potency means the concentration at half of the fitted maximal effect; on the % scale 0 is the no-effect control and ±100 the full control effect; nearly all actives have a fitted effect of over 60% in size
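In this cell-based qHTS, ARE-driven firefly luciferase in A549 cells reports Nrf2 activity; the luminescent signal after BugLite lysis is the measured value, with a prior CellTiter-Fluor read for cell health.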
ATXN viability: viability counter-screen for ATXN expression inhibitors; actives 0.49% (n = 400,000); S2 cells (HEK-293 line with an ATXN2-luciferase reporter) viability, CellTiter-Fluor protease fluorescence, 24 h; Potency, µM (doses to about 56.7 µM), actives largely listed as cytotoxic; AID 651635; further: potency means the concentration at half of the fitted maximal effect; nearly all actives have a fitted effect of over 40% in size
HepG2 tox: HepG2 cytotoxicity, counter-screen for TGF-b inhibitors; HepG2 CAGA-GFP viability, ATP luminescence, 18 h; Potency, µM (titrated, usually from 46.1 µM), for the others: at the top dose activity change, negative = cytotoxicity, hits mostly cytotoxic; actives 0.76% (n = 410,000); AID 588856; further: potency means the concentration at half of the fitted maximal effect; some results filed as inactive show a strong effect at the top dose
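CellTiter-Glo luminescence gave cytotoxicity after 18 hours at 37 degrees C. The cells were HepG2 CAGA-GFP in 1% FBS DMEM, stimulated with 500 pg/mL TGF-beta after compound addition. %Activity was normalised to no-cell wells (complete cell-killing) and DMSO (no toxicity), and curves were fitted and classified.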
IL-2 act: IL-2 activation | IL-2 activation reporter assay, cell-based qHTS; stimulated with anti-CD3/CD4/CD28 beads; in transgenic mouse T cells | activation, % (series mostly up to about 46 µM) | actives 0.065% (n = 360,000); in the data active means activation above about 50%; inconclusive means mostly about 30% to 49%; further: 0% is about no effect
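Screening format: compound pinned onto unstimulated transgenic mouse T cells, 60 min incubation, then anti-CD3/anti-CD4/anti-CD28 bead stimulation for 18 hours at 37 degrees C, followed by EGFP and DsRed detection.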
EPAC2 ag: EPAC2 (human) agonism | Q8WZA2 | EPAC2 activation, biochemical qHTS; response scale: 100% = 6.5 mM cAMP response | Potency, µM (titrated, usually from 154 µM), for the others: at the top dose activation, most hits filed as activators | actives 0.079% (n = 360,000); further: potency means the concentration at half of the fitted maximal effect; nearly all actives have a fitted effect of over 50% in size
Target sequence (Q8WZA2 whole entry, looked up): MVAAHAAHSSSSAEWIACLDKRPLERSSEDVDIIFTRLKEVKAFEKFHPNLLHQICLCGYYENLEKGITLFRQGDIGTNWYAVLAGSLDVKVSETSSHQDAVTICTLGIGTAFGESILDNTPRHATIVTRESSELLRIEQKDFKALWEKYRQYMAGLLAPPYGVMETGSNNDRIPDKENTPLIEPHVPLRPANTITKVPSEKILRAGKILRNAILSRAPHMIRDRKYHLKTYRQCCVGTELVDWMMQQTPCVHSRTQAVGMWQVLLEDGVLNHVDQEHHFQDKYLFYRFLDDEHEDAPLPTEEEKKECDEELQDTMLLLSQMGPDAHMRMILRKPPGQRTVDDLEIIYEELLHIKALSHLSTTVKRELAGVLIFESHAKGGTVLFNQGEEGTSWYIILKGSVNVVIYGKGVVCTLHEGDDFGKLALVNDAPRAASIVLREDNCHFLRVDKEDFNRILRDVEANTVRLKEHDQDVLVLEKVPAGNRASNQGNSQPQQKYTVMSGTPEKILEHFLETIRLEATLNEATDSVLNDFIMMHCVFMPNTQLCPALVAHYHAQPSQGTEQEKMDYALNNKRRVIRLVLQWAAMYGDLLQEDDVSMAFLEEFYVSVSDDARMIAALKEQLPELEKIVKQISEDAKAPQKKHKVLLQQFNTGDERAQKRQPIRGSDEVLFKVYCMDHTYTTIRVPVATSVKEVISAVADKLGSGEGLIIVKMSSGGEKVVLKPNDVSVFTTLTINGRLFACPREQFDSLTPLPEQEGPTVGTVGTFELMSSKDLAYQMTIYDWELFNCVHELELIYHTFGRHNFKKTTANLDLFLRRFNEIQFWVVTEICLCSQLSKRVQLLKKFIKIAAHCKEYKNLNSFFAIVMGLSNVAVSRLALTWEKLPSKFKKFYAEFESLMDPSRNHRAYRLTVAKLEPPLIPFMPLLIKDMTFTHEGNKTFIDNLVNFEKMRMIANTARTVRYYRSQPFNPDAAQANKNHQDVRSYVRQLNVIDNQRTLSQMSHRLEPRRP
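Compounds were titrated in qHTS against a Rap1B-BODIPY-GDP (250 nM) complex with EPAC2 (100 nM) and GDP (50 uM). BODIPY-GDP release tracked at 480/540 nm over 30 min at room temperature, normalized to 6.5 mM cAMP.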
An asterisk follows results filed as active; i = inactive; ? = inconclusive; nt = not tested or not shown; [ ] = remark or other dose. Unless noted, the call rests on the fitted dose curve; in most records, active means well fitted curve in the direction sought with a large enough effect; inconclusive means small, poorly fitted or top-dose-only effect, or another doubt; inactive means no such curve, though single readings can be large; an effect the other way counts as inactive or inconclusive.

SMILES	ATXN2 expr inh	A549 viability	Nrf2 activator	TGFb SMAD3 inh	Nrf2 block	ATXN viability	HepG2 tox	IL-2 act	EPAC2 ag
CCC(C(=O)NC1CCCCC1)n1c2ccccc2c2nc(=O)cc(C)n21 (stereo not drawn)	13%	-2%	-0.3%	1%	-3%	i	-1%	-2.0	-8%
CCOc1ccc(CNC(=O)c2cc(=O)[nH]c3ccc(S(=O)(=O)N4CCCCC4)cc23)cc1	nt	-2%	0.6%	-9%	nt	nt	6%	nt	nt
CN(C)c1ccc(CNC(=O)C2CCN(S(=O)(=O)c3ccc4c(c3)CCC(=O)N4)CC2)cc1	0%	0%	3.9%	-29%	10%	i	-15%	-2.9	1%
COc1cccc(NC(=S)N(CCN(C)C)C(C)c2ccco2)c1 (stereo not drawn)	1%	17%	6.9%[9.22 µM]	2%	-5%	i	-10%	-0.1	-10%
Nc1nonc1-n1nnc(C(=O)N/N=C/c2c(F)cccc2Cl)c1-c1ccc2c(c1)OCO2	nt	1%	0.4%	-6%	0%	i	-1%	1.2	8%
O=C(c1ccc([N+](=O)[O-])cc1)N1CCN(C(=O)c2cccs2)CC1	-6%	8%	-0.5%	-1%	-13%	i	10%	-1.9	12%
CCCCCc1c(C)nc(Nc2ccc(F)cc2)[nH]c1=O	-19%	-18%	-0.2%	1%	?	?	-19%	0.2	-10%
O=C(N/C=N/O)C(c1ccccc1)c1ncc(C(F)(F)F)cc1Cl (stereo not drawn)	0%	-1%	-0.8%	0%	-23%	i	-1%	-0.2	-7%
COC(=O)c1scc(-c2ccc(C)cc2)c1S(=O)(=O)N1CCN(c2cccc(OC)c2)CC1	-9%	-1%	-0.3%	?	-7%	i	-22%	nt	nt
O=c1[nH]c(=S)[nH]c2c1C(c1cccc(C(F)(F)F)c1)OC(CCc1ccccc1)C2 (stereo not drawn)	-1%	nt	0.5%	nt	nt	i	nt	0.5	9%
Cc1cc(=O)oc2cc(OCC(=O)Nc3ccc(CN4CCOCC4)cc3)ccc12	8%	2%	0.2%	10%	-3%	i	9%	-1.9	-2%
CC(C)c1ccc(N(CC(=O)NCc2ccc(F)cc2)C(=O)c2csnn2)cc1	-4%	-3%	3.4%	-6%	6%	?	-11%	0.1	0%
COc1ccc(Cl)cc1NC(=O)c1nnn(CC(=O)Nc2ccc3c(c2)OCO3)c1N	nt	0%	3.6%	-19%	5%	i	-15%	-0.3	12%
COc1cc2cnc(C3=CCCCC3)cc2cc1OC	3%	2%	10%	?	9%	i	-8%	-0.5	24%
CC(C)CC(COCc1ccc(Cl)cc1)N1CCN(C(=O)c2cccc(C(F)(F)F)c2)CCC1=O (stereo not drawn)	-34%	-7%	-0.1%	?	-11%	?	-17%	0.3	0%
CC1CN(C(=O)C(C)Sc2nc3ccccc3s2)CC(C)O1 (stereo not drawn)	7%	2%	0.5%	5%	12%	i	-41%	0.2	11%
O=C(N/N=C/c1ccco1)C1COc2ccccc2O1 (stereo not drawn)	-14%	0%	0.2%	2%	16%	i	-1%	0.0	-1%
COc1ccc(OC)c(-n2c3c(cc(-c4nc(-c5ccc(Cl)cc5)cs4)c2=O)C(=O)CC(C)(C)C3)c1	0%	-2%	0.0%	-3%	8%	i	-1%	nt	nt
COc1cc(Cl)c(C)cc1NC(=O)c1nn(C)c2c1CSc1ccccc1-2	nt	5%	0.5%	-14%	15%	nt	-1%	nt	nt
N#Cc1ccc(S(=O)(=O)N2CCC(C(=O)Nc3cccc(C(=O)NC4CC4)c3)CC2)cc1	1%	0%	0.2%	-9%	-14%	i	1%	0.7	1%
Cc1cc(N=Nc2ccccc2)c(NCC(O)C(O)C(O)CO)cc1C (stereo not drawn)	-21%	-23%	3.3%	-42%	1%	?	-19%	0.6	0%
CCC(=O)Nc1ccc(C(=O)Nc2cccc(OC)c2)cc1	38%[activator]	1%	2.2%	14%	nt	i	11%	3.3	-10%
CN(C(=O)c1ccc(NC(=O)Cc2ccc(NC(=O)C3CCN(C(=O)CCc4ccccc4)CC3)cc2)cc1)C1CC1	3%	-7%	3.9%	-12%	-10%	i	-14%	0.2	13%
O=C(OCC(=O)N1CCN(c2ccccc2)CC1)c1ccc[n+]([O-])c1	-17%	-6%	-0.7%	?	14%	i	-7%	-1.9	1%
Cc1cc(=O)n(C)c(=O)n1CCCCOc1ccc([N+](=O)[O-])cc1	-14%	-12%	2.7%	-26%	?	i	2%	-0.2	7%
(further entries)
SMILES	ATXN2 expr inh	A549 viability	Nrf2 activator	TGFb SMAD3 inh	Nrf2 block	ATXN viability	HepG2 tox	IL-2 act	EPAC2 ag
CCOc1ccc(N2CC(C(=O)NCCCN3CCOCC3)CC2=O)cc1 (stereo not drawn)	14%	-5%	0.3%	4%	5%	i	-1%	3.8	1%
Cc1ccc(C2=NN=C(NC(=O)CSc3nnc4c5ccccc5n(C)c4n3)SC2)cc1	0%	?	12%	-17%	0%	i	-1%	-2.3	-9%
Cn1c(NC(=O)C2c3ccccc3Oc3ccccc32)cc(=O)n(C)c1=O	-3%	1%	4.3%	13%	-29%	i	6%	-0.7	0%[15.6 µM]
C/C(=N\NC(=O)c1ccc(CSc2nc(C)cc(C)n2)cc1)c1ccco1	-11%	1%	-0.3%	0%	-18%	i	4%	-1.2	6%
CSc1ccccc1NC(=O)COC(=O)c1ccc(-n2nc(C)cc2C)cc1	4%	-2%	0.2%	-4%	8%	?	2%	-1.2	11%
COc1cccc(NC(=O)CSc2nc3c(c(-c4ccco4)c2C#N)CCCC3)c1	5%	-4%	8.4%	0%	-20%	i	-10%	4.5	6%
Fc1ccc2nc(Nc3nc4c(F)cccc4s3)sc2c1	17%	11%	?	?	5%	i	-31%	-0.1	6%
CC(=O)C(Sc1nc(N2CCOCC2)nc(N2CCOCC2)n1)C(=O)Nc1ccccc1 (stereo not drawn)	2%	0%	3.0%	-6%	2%	i	-42%	0.7	0%
CCCCC(CCC(=O)Nc1ccc(C(=O)OCC)cc1)C(=O)O (stereo not drawn)	-1%	6%	0.4%	1%	?	i	-1%	-0.6	1%
CCOC(=O)c1sc(NNC(=O)c2ccc(C)cc2)nc1C	1%	1%	0.0%	0%	2%	i	-54%	-2.8	2%
Cc1nc(N)sc1-c1csc(Nc2ccccc2)n1	43%[activator]	3%	15%	-18%	22%	i	0%	2.5	8%
O=C(NCCCn1ccnc1)c1cccc(S(=O)(=O)NCc2ccccc2)c1	-20%	-1%	0.0%	11%	?	i	-1%	2.9	7%
O=C(Nc1cccc(/C=C/c2nc3ccccc3c(=O)[nH]2)c1)c1ccccc1Cl	-16%	-16%	2.1%	-8%	?	?	-7%	-5.1	1%
C/C(CC(=O)Nc1ccc(Br)cc1)=N\NC(=O)c1cccc(O)c1	-12%	3%	9.8%	?	14%	i	-30%	1.0	18%
CCOc1ccc(S(=O)(=O)N(CC)CC)cc1NC(=O)CSCc1c(C)noc1C	6%	-18%	-0.1%	2%	?	i	-3%	-0.1	12%
CC(C)N(C(=O)[C@H]1C[C@H](CC(=O)NCCCn2ccnc2)C(=O)N2CCc3c([nH]c4cc(CCC(=O)N(C)C)ccc34)[C@]12C)C(C)C	6%	-1%	0.5%	29%	0%	i	2%	0.5	7%
Cc1ccc(S(=O)(=O)N2CCN(C(=O)CSc3n[nH]c(N)n3)CC2)c(C)c1	-9%	2%	-0.4%	-12%	18%	i	-14%	0.2	6%
O=C(CCS(=O)(=O)c1ccc(Br)cc1)NCc1ccco1	nt	-2%	-1.0%	8%	10%	i	4%	0.1	2%
COc1ccc(-c2cc3onc(-c4c(Cl)cccc4Cl)c3c(=O)n2C)cc1	0%	-1%	3.5%	?	?	?	-26%	-3.6	19%
O=C(NCc1ccc2c(c1)OCO2)C1CC(c2cccc(Br)c2)=NO1 (stereo not drawn)	-4%	-14%	-0.9%	-18%	15%	i	6%	-0.9	-1%
COc1ccc(-c2nc3nc(SC)nn3cc2C)cc1F	15%	11%	0.0%	0%	8%	i	-4%	-3.5	9%
COc1ccc(N2CC(C(=O)Nc3ccncc3)CC2=O)cc1 (stereo not drawn)	3%	2%	3.0%	5%	0%	i	6%	0.6	1%
CN1/C(=C\C(=S)NC(=O)c2cccc(Br)c2)C(C)(C)c2ccccc21	?	-14%	3.0%	?	21µM*	?	-16%	0.8	15%
COc1ccccc1NS(=O)(=O)c1cccc(C(=O)N/N=C/c2c(C)nn(-c3ccccc3)c2N2CCCC2)c1	0%	-2%	3.3%	0%	18µM*	i	-21%	0.2	16%
O=C(Nc1ccc(C(=O)N2CCOCC2)cc1)c1cccc(Br)c1	-4%	-17%	4.1%	-1%	-8%	i	-41%	0.2	6%
Cc1ccc(Cn2c(=O)n(Cc3ccccc3Cl)c(=O)c3cccnc32)cc1	11%	9%	0.5%	1%	8%	i	-8%	nt	nt
O=C(CCS(=O)(=O)c1ccccc1)NC1CCCCC1	-1%	-1%	0.2%	0%	?	i	6%	-1.9	8%

Structures above that have a nitro group on carbon, in the order listed:
SMILES	ATXN2 expr inh	A549 viability	Nrf2 activator	TGFb SMAD3 inh	Nrf2 block	ATXN viability	HepG2 tox	IL-2 act	EPAC2 ag
O=C(c1ccc([N+](=O)[O-])cc1)N1CCN(C(=O)c2cccs2)CC1	-6%	8%	-0.5%	-1%	-13%	i	10%	-1.9	12%
Cc1cc(=O)n(C)c(=O)n1CCCCOc1ccc([N+](=O)[O-])cc1	-14%	-12%	2.7%	-26%	?	i	2%	-0.2	7%
